yeast rad50 = NCI yeast anticancer drug screen, S. cerevisiae rad50 strain | % growth inhibition at 50 µM | 79,000 compounds, 10% hits;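 also: 0% = growth of vehicle-only cultures of the same strain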
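A DNA repair-deficient yeast mutant serves as the test organism; compound-induced growth inhibition is calculated against vehicle-treated cells.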
yeast mlh1 rad18 = NCI yeast anticancer drug screen, S. cerevisiae mlh1 rad18 strain. % growth inhibition at 50 µM. 79,000 compounds, 11% hits;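 also: 0% = growth of vehicle-only cultures of the same strain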
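Genetically defined yeast (DNA repair-deficient) exposed to compounds; growth inhibition determined relative to vehicle.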
yeast mec2-1 = NCI yeast anticancer drug screen, S. cerevisiae mec2-1 strain | % growth inhibition at 50 µM | 79,000 compounds, 9% hits | AID 157;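 also: 0% = growth of vehicle-only cultures of the same strain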
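Yeast mec2-1 mutant treated with compound. Readout: growth inhibition vs vehicle controls.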
sgs1 mgt1 = NCI yeast anticancer drug screen, S. cerevisiae sgs1 mgt1 strain; % growth inhibition at 50 µM; 78,000 compounds, 10% hits;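 also: 0% = growth of vehicle-only cultures of the same strain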
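Test agents were incubated with a DNA-repair-mutant yeast strain. Growth was then read and compared against vehicle-treated controls.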
yeast cln2 rad14 = NCI yeast anticancer drug screen, S. cerevisiae cln2 rad14 strain; growth inhibition, % at 50 µM; 78,000 compounds, 8.3% hits; AID 165;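 also: 0% = growth of vehicle-only cultures of the same strain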
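Test compounds were added to cln2 rad14 yeast cultures; inhibition of growth was then determined by comparison with vehicle treatment.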
bub3 = NCI yeast anticancer drug screen, S. cerevisiae bub3 mutant strain; 78,000 compounds, 9.9% hits; growth inhibition, % at 50 µM;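 also: 0% = growth of vehicle-only cultures of the same strain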
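In this screen, a yeast mutant lacking normal mitotic checkpoint function is challenged with compound. Relative growth versus vehicle gives the inhibition value.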
The depositor's hits bear a star; & = joins results of further samples. Rule as the data show it: active = growth inhibition above about 70%; inactive = the rest. Rows were taken by chance; any-hit rate near 14%.

SMILES | yeast rad50 | yeast mlh1 rad18 | yeast mec2-1 | sgs1 mgt1 | yeast cln2 rad14 | bub3
COc1ccc(CCCCC(=O)O)cc1O | 41 | 28 | 14 | 30 | 62 | 2
COc1ccc(C)cc1CC(=O)O | 8 | -9 | 3 | -21 | 4 | 6
Cc1cc(=O)c2cc(F)cc(F)c2[nH]1 | -4 | -5 | 3 | 1 | -43 | -4
COC1OCC(OS(C)(=O)=O)C(OS(C)(=O)=O)C1OS(C)(=O)=O (stereo not drawn) | -22 | -3 | -6 | -26 | -55 | -1
COc1ccc(/C=N/NS(=O)(=O)c2ccc(/C=C3\NC(=O)NC3=O)cc2)cc1 | 6 | 37 | 34 | 5 | -9 | -22
COC/C=N/Nc1ccc([N+](=O)[O-])cc1 | 99* | 99* | 98* | 98* | 98* | 99*
CC[N+](C)(CC)CCC[n+]1c(-c2ccccc2)c2cc(N)ccc2c2ccc(N)cc21 | 95* | 82* | 44 | 69 | 25 | 19
CCOC(=O)/N=N/C(OC(C)=O)(c1ccccc1)c1ccccc1 | 5 | 19 | 9 | 6 | -13 | -16
O=Nc1c(O)[nH]c2c(Cl)cccc12 | 0 | -5 | -10 | -15 | -20 | -18
C=C1C(=O)OC2/C=C(\CO)C3OC3C3OC3(C)CC(OC(=O)/C(=C/C)COC(C)=O)C12 (stereo not drawn) | -6 | -19 | -18 | -10 | -5 | -13
CC(C)(c1ccccc1)C(C)(C)c1nc(-c2ccccc2)cc(-c2ccccc2)n1 | -23 | -12 | 5 | -5 | -95 | -1
CC(=O)N1C(=O)NC(=O)C12CCCC2 | -4 | -8 | -12 | 0 | -35 | -10
Cc1ccc2nc(-c3cc(Br)ccc3O)c(-c3cc(Br)ccc3O)nc2c1 | -11 | -17 | -19 | -28 | 22 | -6
Cc1cccc(NC(=O)c2ccccc2)c1 | 10 | -6 | 20 | 3 | -30 | -15
CC(C)COC(=O)C1C2C=CC(CC2)C1C(=O)OCC(C)C (stereo not drawn) | 30 | 47 | 18 | 30 | 5 | 40
CN1CCN(c2nc3c(c(=O)n(C)c(=O)n3C)n2C)CC1 | -5 | 6 | 5 | -19 | -6 | -11
Nc1sc(=S)[nH]c1-c1ccccc1 | 20 | 11 | 11 | -25 | -31 | -11
COc1ccccc1C(=O)N/N=C/c1cccc([N+](=O)[O-])c1 | -2 | 5 | 3 | 14 | -12 | 29
O=C(O)C1CCCCC1C(=O)Nn1cnnc1 (stereo not drawn) | 15 | 10 | 8 | 6 | 16 | 2
Cc1ccc(S(=O)(=O)OCOS(=O)(=O)c2ccc(C)cc2)cc1 | 23 | -25 | 22 | 5 | 3 | -34
C[N+](C)(C)c1ccc(/C=N\O)cc1 | 1 | 4 | 12 | -12 | -4 | 4
Cc1cccc(C2=N/C(=C\c3ccc4c(c3)OC(O)O4)C(=O)O2)c1 (stereo not drawn) | -2 | -16 | 7 | 5 | 4 | 7
CC1=C(/C=C/C(C)=C/C=C/C(C)=C/C(=O)Nc2ccc(O)cc2)C(C)(C)CCC1 | -28 | -13 | 1 | -2 | 6 | 12
CC(Cc1ccccc1)n1cnc2c(=O)[nH]cnc21 (stereo not drawn) | -5 | -8 | 12 | 9 | -50 | 5
O=C(O)c1nc(-c2ccccc2)[nH]c1C(=O)O | 20 | 24 | 6 | 13 | -16 | 31

Entries from the list above that contain two or more sulfur atoms:
SMILES | yeast rad50 | yeast mlh1 rad18 | yeast mec2-1 | sgs1 mgt1 | yeast cln2 rad14 | bub3
COC1OCC(OS(C)(=O)=O)C(OS(C)(=O)=O)C1OS(C)(=O)=O (stereo not drawn) | -22 | -3 | -6 | -26 | -55 | -1
Nc1sc(=S)[nH]c1-c1ccccc1 | 20 | 11 | 11 | -25 | -31 | -11
Cc1ccc(S(=O)(=O)OCOS(=O)(=O)c2ccc(C)cc2)cc1 | 23 | -25 | 22 | 5 | 3 | -34

Given in markdown: two of the compounds above
| mol | yeast rad50 | yeast mlh1 rad18 | yeast mec2-1 | sgs1 mgt1 | yeast cln2 rad14 | bub3 |
| --- | --- | --- | --- | --- | --- | --- |
| COc1ccccc1C(=O)N/N=C/c1cccc([N+](=O)[O-])c1 | -2 | 5 | 3 | 14 | -12 | 29 |
| CC(C)COC(=O)C1C2C=CC(CC2)C1C(=O)OCC(C)C (stereo not drawn) | 30 | 47 | 18 | 30 | 5 | 40 |

Remaining list, next part
SMILES | yeast rad50 | yeast mlh1 rad18 | yeast mec2-1 | sgs1 mgt1 | yeast cln2 rad14 | bub3
N/N=C(/Cc1nc2ccc(C(=O)c3ccccc3)cc2[nH]c1=O)C(=O)Nc1ccc([N+](=O)[O-])cc1[N+](=O)[O-] | 23 | 16 | 13 | -4 | -48 | 5
N#C/C(=C\NC(=S)C(N)=S)c1nc2ccccc2s1 | 88* | 86* | 90* | 89* | 87* | 88*
O=[N+]([O-])c1ccc(C2OC2c2ccccc2)cc1 (stereo not drawn) | 12 | 13 | -2 | -6 | -4 | -3
Nc1ccc(/C=C2\c3ccccc3-c3ccc(N)cc32)cc1 | -5 | 2 | -10 | 7 | -24 | 8
OCCCNCc1ccncc1 | 23 | -4 | -16 | -15 | 34 | -16
CC(=O)NC1C(=O)N(c2ccccc2)N=C1C (stereo not drawn) | 16 | 10 | -6 | -1 | 23 | -6
O=S(=O)(O)CNc1cc(Cl)cc(Cl)c1 | 14 | 42 | -5 | 2 | -53 | 2
Cc1c(C(=O)O)n2cnnc2c2ccccc12 | 23 | 2 | 4 | -38 | 12 | -16
COC(=O)c1sc(=NC(=S)N2CCCCC2)sc1C(=O)OC | -10 | -25 | -3 | -4 | -42 | -1
O=C(NC/C(Br)=C/Br)Nc1c(Cl)cccc1Cl | -9 | -14 | -12 | -16 | -22 | -2
O=C1OC(/C=C/c2ccccc2)=NC/1=C\C=C\c1ccccc1 | 24 | -2 | 15 | 15 | 14 | 6
O=C(c1ccccc1)N(C1CCCCC1)C1CCCCC1 | 98* | 98* | 98* | 99* | 99* | 98*
c1ncn(Sn2cncn2)n1 | -13 | -1 | -7 | -4 | -24 | -6
O=C([O-])C[n+]1ccccc1 | -11 | -14 | -3 | -14 | -36 | -19
COC(=O)[C@@]12CSC[C@]1(C(=O)OC)N[C@@H](c1ccccc1O)C2 | 21 | 20 | 7 | -3 | 13 | 39
NCC(=O)C(O)C(O)C(O)CO (stereo not drawn) | -3 | -27 | -16 | -4 | -31 | 16
CN(C)c1ccccc1N(C)C | 6 | -13 | -15 | -15 | -8 | -1
Cc1ccc(Cl)c(NC(=O)Nc2ccccc2Cl)c1 | -4 | 20 | 4 | -7 | -15 | -2
CCCOc1ccccc1NC(=O)CN1CCCC1 | -25 | -34 | -36 | -11 | -15 | -29
COC(=O)[C@H]1C=C[C@@H](C)n2c(=O)c3cc4ccccc4cc3c(=O)n21 | -21 | -18 | -2 | -19 | -8 | -24
Nc1ccn(C2OC(CO)C(O)C2Br)c(=O)n1 (stereo not drawn) | 4 | 14 | 9 | 14 | -12 | -10
Cc1cccc(Cl)c1NC(=O)CN(C)CCN1CCCC1 | -11 | -7 | -23 | -2 | 3 | 10
CCN(CC)CCOC(=O)c1ccc(NC(=O)Nc2ccccc2[N+](=O)[O-])cc1 | 19 | 15 | 6 | 19 | 17 | 16
NC1=C(O)/C(=N/NS(=O)(=O)c2ccccc2)C(c2ccc3c(c2)OCO3)O1 (stereo not drawn) | 22 | 35 | 11 | 0 | 11 | 21
COc1cc(C2c3cc4c(cc3OC3(O)C=C(C)OC(=O)C23)OCO4)cc(OC)c1OC (stereo not drawn) | 12 | 30 | 30 | 13 | 10 | 92*

Carrying on:
SMILES | yeast rad50 | yeast mlh1 rad18 | yeast mec2-1 | sgs1 mgt1 | yeast cln2 rad14 | bub3
CCC1(CC)COC(C)(CCc2ccc(OC)cc2)OC1 | -6 | -30 | -15 | -3 | -13 | 43
C=C(C)COc1c(CCC)cc(C)cc1NC(C)=O | -11 | 0 | 15 | -6 | 2 | 4
CC(=O)Oc1ccc(NCNc2ccc(OC(C)=O)cc2)cc1 | -12 | -3 | 1 | -3 | -27 | -2
CC1(C)OCC2OC=CC(=O)C2O1 (stereo not drawn) | -9 | -68 | -3 | 0 | 5 | -14
c1cc[n+](CC[n+]2ccccn2)nc1 | 12 | 46 | 22 | 8 | 16 | 46
Cc1ccc(SCC#CC#CCS(=O)c2ccc(C)cc2)cc1 (stereo not drawn) | 98* | 98* | 99* | 98* | 98* | 97*
COC1C(CO)OC(=O)C(O)C1O (stereo not drawn) | 1 | 25 | 4 | 1 | 12 | 2
Clc1ccccc1-c1c2ccccc2cc2c1ccc1ccccc12 | -12 | -5 | -14 | -8 | -1 | 5
CC1(C)N=NC([Si](C)(C)C)=C1C(=O)c1ccccc1 | -9 | 17 | -2 | -33 | 2 | 0
CC(=O)n1ccc2ccccc21 | 18 | 0 | -1 | 8 | 10 | 3
CC(C)(C)c1ccc(OCCCCl)c(CCl)c1 | 23 | 13 | 3 | 10 | 8 | 52
CCCCCCCCCCOC(=O)C(C)O (stereo not drawn) | 8 | -5 | 3 | 5 | 6 | -16
CC(C)COC(c1ccccc1)c1ccccc1 | -10 | -5 | -10 | 5 | 19 | -13
CC1(C)CC(=O)C=C(NCCCCCCCCNC2=CC(=O)CC(C)(C)C2)C1 | 0 | 10 | 20 | 6 | 6 | 5
O=C1Nc2ccccc2C1=Nc1cccc2cnccc12 | 26 | 26 | 12 | 31 | 12 | 16
C=C(CCCO)[C@@H]1CC[C@@](C)(O)[C@H]1C | 49 | 43 | 68 | 56 | 9 | 55
Nc1cccc(C#Cc2cccc(C#Cc3cccc(N)n3)n2)n1 | 4 | 5 | -4 | 3 | 16 | 3
CCCCCCCCCCCCCCCCNC(=S)N/C=C(/C#N)C(=O)OC | 99* | 99* | 99* | 99* | 99* | 99*
O=S(=O)(O)c1ccc(O)cc1 | 3&9&4 | -3&-13&21 | 6&8&-8 | -9&4&3 | -10&31&6 | 3&-2&2
O=[N+]([O-])C1CCC(N=Nc2c(O)ccc3ccccc23)CC1 (stereo not drawn) | -10 | -1 | 4 | 5 | -27 | -51
COc1ccccc1N=Nc1c(O)ccc2cc(S(=O)(=O)O)ccc12 | -15 | -13 | 7 | 7 | 10 | -3
c1ccc(Cc2cc(-c3cc(Cc4ccccc4)[nH]n3)n[nH]2)cc1 | 22 | 21 | 11 | 19 | 19 | 5
CC(=O)OCC(OC(C)=O)C1OC(OC2CCCCC2)C(OC(C)=O)C(OC(C)=O)C1OC(C)=O (stereo not drawn) | -2 | -4 | -5 | -18 | 28 | -2
CCOC(=O)Cn1c(=O)c2nc(SC)sc2n(-c2ccccc2)c1=O | -20 | 9 | 11 | -37 | 7 | -1
O=C(NCCCCC[N+](CCCCCNC(=O)c1ccccc1)(CCCCCNC(=O)c1ccccc1)CCCCCNC(=O)c1ccccc1)c1ccccc1 | 4 | -8 | 10 | -15 | -2 | -2

The list goes on:
SMILES | yeast rad50 | yeast mlh1 rad18 | yeast mec2-1 | sgs1 mgt1 | yeast cln2 rad14 | bub3
CC(C)C(=O)N(C(C)C)C(C)C | 25 | 38 | 12 | 8 | -22 | -1
CCOC(C)(C)/C=N/Nc1ccc([N+](=O)[O-])cc1[N+](=O)[O-] | 3 | 0 | -5 | -5 | -11 | -5
OC(C1CCCCC1)(C1CCC2(CCCCC2)CC1)C1CCCC2CCCCC21 (stereo not drawn) | 30 | 20 | 5 | 31 | 22 | 1
CCOC(=O)c1c(-c2ccc([N+](=O)[O-])cc2)c(C#N)n(-c2ccccc2)c1C | -1 | 6 | 36 | 28 | -8 | 45
CC1(c2ccccc2)CC(c2cccc([N+](=O)[O-])c2)=NO1 (stereo not drawn) | 27 | 23 | 16 | 37 | 35 | 29
C(=Nc1cccc2ccccc12)c1cccs1 | -9 | -20 | -5 | 3 | -19 | 0
Cc1ccc(N2CC(=O)N3CCCN3C(=O)C2)cc1 | 11 | -37 | 7 | 4 | -12 | -20
O=S(=O)(/C=C/c1ccccc1)c1ccccc1 | 3 | 4 | 8 | 0 | 33 | 9
CC(C)CCC[C@@H](C)[C@H]1CC[C@H]2[C@@H]3CC=C4C[C@@H](OC(=O)c5ccccc5C(=O)O)CC[C@]4(C)[C@H]3CC[C@]12C | -28 | -35 | -10 | -20 | 13 | -9
CCOP(=O)(CCC(=O)[C@@]1(O)CC[C@H]2[C@@H]3CCC4=CC(=O)CC[C@]4(C)[C@H]3CC[C@@]21C)OCC | 34 | 39 | 6 | 73* | 59 | 30
O=C1CCCC1C(=O)Nc1ccc2ccccc2c1 (stereo not drawn) | -18 | -2 | -5 | -25 | -9 | -59

Taken from above:
Under yeast mlh1 rad18, `CCOC(=O)c1c(-c2ccc([N+](=O)[O-])cc2)c(C#N)n(-c2ccccc2)c1C` shows 6
Under yeast mlh1 rad18, `CCOC(C)(C)/C=N/Nc1ccc([N+](=O)[O-])cc1[N+](=O)[O-]` shows 0
Under yeast mlh1 rad18, `O=S(=O)(/C=C/c1ccccc1)c1ccccc1` shows 4
